Screening results (PubChem BioAssay)
TTR transcr act: TTR transcription activators in neuroblastoma reporter cells, primary screen, cell-based, luminescence, SH-SY5Y, TTR promoter Gaussia luciferase; 100% = recombinant luciferase protein wells; activation, % at 16.7 µM; 92,000 compounds, 1.3% hits; AID 1117267, 2014;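 active = activation above the mean of all tested compounds plus 3 SD, cut at about 9.5% in these data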;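 note: cells exposed to compounds for one day before reading; 0% = median of all test compound wells on the plate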
Active calls of the source: *.

TTR transcr act | canonical_smiles
3.4 | O=C(N[C@H]1CC[C@@H]2SC[C@@H](C(=O)O)N2C1=O)OCC1c2ccccc2-c2ccccc21
-0.3 | Cc1cc(C)n2nc(C(=O)OCC(=O)c3ccccc3Cl)nc2n1
3.4 | COc1ccccc1C(C)NC(=O)c1ccc(C)o1 (stereo not given)
0.4 | O=C1CC(N(CCc2ccccc2)C(=S)Nc2ccccc2)C(=O)N1c1ccc(F)cc1 (stereo not given)
-1.9 | COc1ccc(-c2cc(C(=O)Nc3ccc(S(=O)(=O)Nc4onc(C)c4C)cc3)c3ccccc3n2)cc1
-0.1 | CC(C)(C)c1csc(CS(=O)(=O)c2ccccn2)n1
-1.1 | Cc1ccc(S(=O)(=O)N2CCC(C(=O)NCCN3CCCCCC3)CC2)cc1
-2.4 | O=c1[nH]nc(Cc2ccc(Cl)cc2Cl)c2ccccc12

TTR transcr act | canonical_smiles
-1.3 | O=C(CCc1ccc(S(=O)(=O)N2CCOCC2)cc1)OCC(=O)c1ccccc1F
-0.4 | NC(=O)CSc1nnc2n(N)c(=O)c3ccccc3n12
-2.2 | CCc1nnc(N/N=C/c2ccccc2F)n1N
-0.2 | CCN(CC(=O)Nc1ccc(OC)cc1)C(=O)c1ccc(OCc2c(C)noc2C)cc1
-0.9 | O=C(CSc1nnc(-c2ccccc2Br)o1)Nc1cccc2ccccc12
-2.3 | O=c1cc(N2CCCCC2)nc2n1CCCS2
0.0 | CNC(=O)c1cc(NC(=O)N(CCC#N)CCN(C(=O)NC(Cc2ccccc2)C(=O)NC(CC(C)C)C(=O)NC)c2ccccc2)ccc1OC (stereo not given)
-0.1 | O=C(/C=C/c1cccc([N+](=O)[O-])c1)NCCSCc1ccco1

Next section, overlapping the part above by five compounds.
TTR transcr act | canonical_smiles
-0.2 | CCN(CC(=O)Nc1ccc(OC)cc1)C(=O)c1ccc(OCc2c(C)noc2C)cc1
-0.9 | O=C(CSc1nnc(-c2ccccc2Br)o1)Nc1cccc2ccccc12
-2.3 | O=c1cc(N2CCCCC2)nc2n1CCCS2
0.0 | CNC(=O)c1cc(NC(=O)N(CCC#N)CCN(C(=O)NC(Cc2ccccc2)C(=O)NC(CC(C)C)C(=O)NC)c2ccccc2)ccc1OC (stereo not given)
-0.1 | O=C(/C=C/c1cccc([N+](=O)[O-])c1)NCCSCc1ccco1
1.8 | O=S(=O)(c1cccc2cccnc12)n1cnc2ccccc21
4.0 | Cc1cc(C)n(-c2nncc(-c3ccccc3)n2)n1
1.6 | CC(C)c1ccc(NC(=O)CCNC(=O)Cn2cnc3ccccc3c2=O)cc1
1.0 | CN1CCc2c(sc3nc(SCC(=O)N4CCOCC4)nc(N)c23)C1
0.1 | COc1ccc(C(=O)NC2CCCCCCC2)cc1OC
0.7 | COc1ccc(C(=O)N2CCN(c3nc(C4CC4)nc4sc(C)c(C)c34)CC2)cc1
0.2 | COCCn1c(=NC(=O)CSCC(=O)N2CCOCC2)sc2ccccc21
-1.0 | CN1/C(=C\C(=O)Nc2ccc(Cl)cc2)C(C)(C)c2ccccc21

TTR transcr act | canonical_smiles
0.5 | O=C(NNC(=S)Nc1ccc(C(=O)O)c(O)c1)c1ccncc1
4.3 | O=C(NCc1cn2ccccc2n1)c1ccccc1
-2.0 | Cc1ccn2c(=O)nc(SCC(=O)N3CCCCCC3)nc2c1
3.3 | COc1cccc(CNC(=O)[C@H](CC(C)C)NC(=O)N2CCn3c2nc2ccccc23)c1
-2.8 | O=C(CN1C(=O)C2CCCN2c2ncc(Cl)cc21)NCc1ccc2c(c1)OCO2 (stereo not given)
0.8 | CCCNC1CCS(=O)(=O)C1 (stereo not given)
-2.1 | COc1ccc(-c2csc(COC(=O)C(C)(C)C)n2)cc1
1.5 | Cc1ccccc1NC(=O)Cc1nc(COC(=O)c2ncc(Cl)c(Cl)c2Cl)cs1

TTR transcr act | canonical_smiles
0.4 | CCCOc1ccc(N)cc1N
-0.1 | Cc1ccc(N/N=C2\COC(C)(C)CC2=O)cc1
-2.5 | CCOC(=O)CNC(=O)CSc1nc(NCc2ccccc2)nc(N(C)C)n1
1.5 | O=C(N/N=C/c1oc(O)c2ccccc12)c1ccccc1O
2.0 | c1ccc(-c2csc(Nc3ccc4c(c3)OCCO4)n2)cc1
0.8 | Cc1cnc(C(=O)OCC(=O)Nc2ccc(Br)c(C)c2)cn1
-0.4 | CCOc1nc(NCCO)nc(Nc2ccc([N+](=O)[O-])cc2)n1
1.0 | Cc1ccc(S(=O)(=O)N2CCOCC2)cc1NC(=O)COC(=O)CNC(=O)c1ccc(Cl)cc1Cl

TTR transcr act | canonical_smiles
1.0 | CCCCn1c(SCC(=O)N2CCCC2)nc2c1c(=O)n(C)c(=O)n2C
0.9 | O=C(CCc1ccccc1)NNC(=S)NCc1ccc(Cl)cc1
2.6 | COc1ccc2c(c1)c(C(=O)CN1CCc3ccccc3C1)c(C)n2C
0.6 | C/C(=N\NC(=S)Nc1ccc(C)cc1)c1cc2ccccc2o1
-1.4 | CCc1nnc(NC(=O)c2nc3nc(C)cc(C)n3n2)s1
2.9 | O=C(COC(=O)c1cnccn1)NC(=O)c1ccccc1
1.2 | CCOC(=O)/C(=N\Nc1ccccc1Cl)N(C)C1CCS(=O)(=O)C1 (stereo not given)
1.8 | O=C(NNc1cc(N2CCOCC2)nc(N2CCOCC2)n1)c1ccc(Cl)c(Cl)c1

TTR transcr act | canonical_smiles
2.3 | CCCCSc1nc(O)c(Cc2ccccc2)c(=O)[nH]1
1.7 | Cc1cc(NC(=O)CSc2ccc3nnc(-c4cccnc4)n3n2)no1
0.7 | Cc1cccc(C(C)C)c1NC(=O)CN(C)Cc1cccc(F)c1
-0.3 | Nc1ccc(C(=O)O)cc1S(=O)(=O)O
1.6 | CCOC(=O)c1[nH]c(C(=O)O)c(CCC(=O)OC)c1C
0.9 | CCCNC(=O)Nc1cccc(C(=O)OC)c1
-1.0 | Cc1c(NS(C)(=O)=O)cccc1-c1nc2cccnc2s1
-0.2 | O=C(/C=C/c1cccc([N+](=O)[O-])c1)NCC1CCCO1 (stereo not given)

TTR transcr act | canonical_smiles
0.0 | CCN(CC)c1ccc(NS(=O)(=O)c2ccc(-c3ccc(=O)[nH]n3)o2)c(C)c1
0.2 | O=C(Nc1nccc(-c2cccs2)n1)c1cccs1
0.1 | Cc1sc2nc(C)n(/N=C/c3ccc(O)cc3O)c(=O)c2c1C
2.1 | COc1ccc(NC(=O)CCN2C(=O)NC3(CCCC3)C2=O)cc1Cl
0.5 | C/C(=C(\C#N)C(=O)NCCN1CCOCC1)N(C)C
2.3 | C[C@@H]1CN([C@@H](C)CO)C(=O)c2cccc(NC(=O)Nc3cccc4ccccc34)c2O[C@H]1CN(C)S(=O)(=O)c1ccccc1F
1.8 | CC(C)[C@H](NC(=O)[C@@H]1CSC2c3ccccc3C(=O)N21)C(=O)N1CCCCC1 (stereo not given in full)
-1.0 | COc1ccc(C(CCNCc2ccc(F)cc2)c2ccc(F)cc2)cc1 (stereo not given)

TTR transcr act | canonical_smiles
1.6 | NC1=NC(c2ccc([N+](=O)[O-])cc2)N(c2ccc(F)cc2)C(N)=N1 (stereo not given)
-1.8 | CCOC(=O)C1CCCN(C2=NC(=O)/C(=C/c3ccc(N(C)C)cc3)S2)C1 (stereo not given)
-2.1 | CCCc1nc2ccccc2c(=O)n1NC(=O)c1c(O)c2ccccc2[nH]c1=O
0.5 | CCCc1c(C(=O)NNc2ccc(C)cc2)cnn1-c1ccccc1
-1.6 | COc1ccc(C2(C)NC(=O)N(CC(=O)Nc3ccc(-c4nc5ccc(C)cc5s4)cc3)C2=O)cc1 (stereo not given)
-0.1 | CC(Sc1n[nH]c(-c2ccccc2F)n1)C(=O)Nc1ccc(S(N)(=O)=O)cc1 (stereo not given)
-1.8 | COc1cc(NC(=S)NC(=O)c2ccccc2F)ccc1NC(=O)c1ccco1
4.2 | CC1(C)CC(Cc2ccc(C(F)(F)F)cn2)N(C(=O)OC(C)(C)C)C1 (stereo not given)

TTR transcr act | canonical_smiles
1.5 | C/C(=N/NC(=O)c1ccc2c(c1)OCO2)c1ccc(Br)s1
0.6 | CN(CCc1ccccc1)C(C(=O)Nc1ccc2c(c1)OCCO2)C1CC1 (stereo not given)
2.1 | CCOc1ccccc1N(CC(=O)NCCSc1ccccc1)S(C)(=O)=O
-0.7 | NC(=S)NN=C1CCC(C2CCCCC2)CC1 (stereo not given)
3.6 | O=C1CCCN=C(Nc2ccc(F)c(Cl)c2)S1
-0.1 | COC(=O)C1CN(CCO)CCS(=O)(=O)N1Cc1cn(Cc2cccc(Cl)c2)nn1 (stereo not given)
-3.1 | CC(C)[C@H](NC(=O)c1ccccc1)C(=O)OCC(=O)/C=C1/N(C)c2ccccc2C1(C)C
-1.0 | CC(=O)N1CCSc2ccc(S(=O)(=O)Nc3ccc(C)cc3)cc21

6 compounds picked at random from those above:
TTR transcr act | canonical_smiles
-0.7 | NC(=S)NN=C1CCC(C2CCCCC2)CC1 (stereo not given)
3.6 | O=C1CCCN=C(Nc2ccc(F)c(Cl)c2)S1
2.1 | CCOc1ccccc1N(CC(=O)NCCSc1ccccc1)S(C)(=O)=O
-3.1 | CC(C)[C@H](NC(=O)c1ccccc1)C(=O)OCC(=O)/C=C1/N(C)c2ccccc2C1(C)C
-0.1 | COC(=O)C1CN(CCO)CCS(=O)(=O)N1Cc1cn(Cc2cccc(Cl)c2)nn1 (stereo not given)
0.6 | CN(CCc1ccccc1)C(C(=O)Nc1ccc2c(c1)OCCO2)C1CC1 (stereo not given)

(continued)
TTR transcr act | canonical_smiles
-0.4 | CC[C@@H]1CC2=C(C(=O)OC(C)(C)O2)[C@H](c2ccc(F)cc2)O1
-1.1 | CC1CCC2(CC1)SCC(=O)N2c1ccc(F)cc1 (stereo not given)
-1.1 | COc1ccc(S(=O)(=O)N2CCCC(C(=O)Nc3ccc4c(c3)OCCO4)C2)cc1 (stereo not given)
3.2 | O=C1CCC/C1=C/Nc1ccc2c(c1)OCO2
0.7 | COc1cc(NC(=O)Cn2cnc3sc(C)c(S(=O)(=O)N4CCOCC4)c3c2=O)cc(OC)c1OC
0.7 | Cc1ccc(C(=O)C2CCOC(C)(C)C2)cc1 (stereo not given)
1.1 | O=C(Cc1ccccc1)Nc1ccc(N2CCCCC2)cc1
1.0 | Cc1nc(-c2ccccc2)nc2[nH]c(=O)n(-c3ccccc3)c(=O)c12

TTR transcr act | canonical_smiles
0.2 | O=C(NC1CCCC1)C1CC(c2ccc(F)cc2)=NO1 (stereo not given)
-2.5 | Cc1ccccc1C(=O)Nc1cccc(NC(=O)c2ncn[nH]2)c1
-2.1 | O=C(CC[C@H]1O[C@@H](n2cnc3c(NC(=O)c4ccccc4)ncnc32)[C@H](O)[C@@H]1O)NCc1ccc2c(c1)OCO2
-0.5 | CC1CC(C)CN(CCCNC(=O)C2CCC(=O)N2C2CCCC2)C1 (stereo not given)
-1.2 | Cc1nc2c(sc(=S)n2Cc2ccco2)c(=O)n1CC(=O)Nc1ccccc1Cl
0.5 | CCN(CC(=O)Nc1c(F)cccc1F)C(=O)CCc1c[nH]c2ccccc12
0.0 | CC(C)C[C@@H]1O[C@H](CCc2ccccc2)CC2=C1C(=O)OC(C)(C)O2
-0.4 | C=CCN(c1ccccc1C(=O)NCC(=O)O)S(=O)(=O)c1ccc(C)cc1

TTR transcr act | canonical_smiles
-3.8 | O=C(Nc1ccc(F)c(Cl)c1)c1csc([C@H]2C[C@H](O)[C@@H](CO)O2)n1
-1.0 | N=c1sccn1CC(=O)Nc1ccc(SC(F)F)cc1
0.8 | COc1ccc(CN(C)C(=O)[C@H]2O[C@@H](n3ccc(N)nc3=O)[C@H](O)[C@@H]2O)cc1OC
-3.6 | C=CCOC(=O)C1=C[C@@H](c2csc3ccccc23)[C@H](CCCO)[C@@H](OCC)O1
-1.3 | O=NN(CCc1ccncc1)c1ccc(OCc2ccccc2)cc1
-1.0 | CC(=O)NC(c1cccs1)c1cc([N+](=O)[O-])c2cccnc2c1O (stereo not given)
3.1 | Cc1c(C#N)c(NC(=O)c2cccc(Cl)c2)n(Cc2ccccc2)c1C
0.0 | C=C1N(C)c2cc([N+](=O)[O-])c(N)cc2C1(C)C

TTR transcr act | canonical_smiles
2.7 | CCc1c(C)nc2c(Br)cccc2c1SCCC#N
0.1 | O=C1c2cnc3nc(SCc4ccccc4)nn3c2CC2c3ccccc3CCN12 (stereo not given)
2.0 | O=C(Nc1sccc1C(=O)NCc1ccco1)c1cccnc1
1.1 | O=C(Cn1nnc(-c2ccccc2)n1)N=Nc1c(O)[nH]c2ccccc12
3.4 | O=C1OC(N2CCN(Cc3ccccc3)CC2)c2ccccc21 (stereo not given)
-2.1 | O=C(/C=C/c1ccco1)Nc1ccc2c(c1)OCCO2
0.2 | CCOc1ccccc1OCCCC(=O)NC1=NCCS1
1.4 | O=C/C=C/c1coc2ccc3ccccc3c2c1=O

TTR transcr act | canonical_smiles
0.9 | CC(C)COC(=O)N1CCCCC1c1cc(C(=O)NCc2ccccc2)no1 (stereo not given)
-0.2 | N#Cc1ccc(C(=O)OCc2cccc(S(=O)(=O)N3CCOCC3)c2)cc1
-0.5 | O=C(O)C(=Cc1cc2c(cc1[N+](=O)[O-])OCO2)c1cc2c(cc1Br)OCO2
7.0 | O=C(Nc1ccc(OC(F)(F)F)cc1)Nc1c(-c2ccc(C(F)(F)F)cc2)nc2ncccn12
-0.5 | CN1OC[C@@H]2CN(S(=O)(=O)c3ccccc3)[C@H](c3ccccc3Br)C[C@@H]21
1.8 | Cc1ccc(C(=O)C2=C(O)C(=O)N(Cc3cccnc3)C2c2ccc(Br)cc2)o1 (stereo not given)
0.9 | CCOc1ccc(/C=N/NC(=O)C(O)c2ccccc2)c(O)c1 (stereo not given)
-0.7 | COc1cc2c(cc1NC(=O)C(C)Sc1ccc(C)cc1)oc1ccccc12 (stereo not given)

TTR transcr act | canonical_smiles
0.0 | CCn1nnnc1SCC(=O)NC1Cc2ccccc2C1
2.8 | O=S(=O)(c1cccc(C(F)(F)F)c1)N1CCN(c2cnccn2)CC1
-1.1 | CC(Sc1cccc[n+]1[O-])C(=O)Nc1cc(Cl)c(Cl)cc1Cl (stereo not given)
-0.9 | COc1ccc(/C=C/c2nnc(NC(C)=O)s2)cc1
3.4 | Cn1c(N)c(C(=O)COC(=O)/C=C/c2ccc(Cl)cc2)c(=O)n(C)c1=O
-3.4 | O=C1COc2ccc(-c3csc(NCCc4ccccc4)n3)cc2N1
0.3 | Cn1cnc2c1c(=O)n(CC(O)CO)c(=O)n2C (stereo not given)

Some of the compounds tested; rates above refer to the full screens.
